U2OS ROS induce – raises reactive oxygen species in U2OS cancer cells; U2OS ROS induction, H2DCF-DA fluorescence; ROS induction (% of piperlongumine), % at 10 µM; 2% of 46,000 active; in the data active = ROS induction above about 79%, passing the limit was not always enough; inconclusive = no clear call, values can overlap the other calls;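 also: 0% = DMSO vehicle median and 100% = reference compound median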
An asterisk follows results filed as active; ? = inconclusive. These rows are one share of the data. The share of hits here may be higher or lower than overall.

SMILES	U2OS ROS induce
C[C@@H]1CN([C@H](C)CO)C(=O)c2cccc(NS(=O)(=O)c3ccccc3)c2O[C@H]1CN(C)Cc1ccc(-c2ccccc2)cc1	?
C[C@H](CO)N1C[C@H](C)[C@@H](CN(C)Cc2ccc(Oc3ccccc3)cc2)Oc2ccc(NC(=O)Nc3cccc4ccccc34)cc2C1=O	53.4
COc1ccc(NC(=O)N(C)C[C@H]2Oc3ccc(NC(=O)NC4CCCCC4)cc3C(=O)N([C@H](C)CO)C[C@H]2C)cc1	19.0
COc1ccc(NC(=O)Nc2ccc3c(c2)CC(=O)N([C@@H](C)CO)C[C@@H](C)[C@@H](CN(C)C(=O)Nc2ccc(C(F)(F)F)cc2)O3)cc1	11.5
CON(C)c1nc(Oc2ccc(=O)[nH]n2)nc(N(C)C)n1	0.5
Fc1cc(F)c(NC(=S)N2CCOCC2)c(F)c1	-7.3
CCOC(=O)c1cnc2c(OC)cccc2c1NC1CCCCC1	66.8
CC(Oc1ccc2c3c(c(=O)oc2c1)CCC3)C(=O)c1ccccc1 (centres undefined)	1.2
Cc1ccc(OCC(O)Cn2c(C(C)C)nc3ccccc32)cc1 (centres undefined)	-5.3
CCN(CC)c1ncnc2c1[nH]c1ccc(C)cc12	3.1
Cn1c(CC(=O)Nc2ccc(Cl)c(Cl)c2)n[nH]c1=S	?
CCc1c(C)sc(NC(=S)Nc2cnccn2)c1C(=O)OC	15.2
COc1ccc(CN(C)C[C@H]2Oc3ccc(NC(=O)Nc4ccccc4)cc3C(=O)N([C@@H](C)CO)C[C@H]2C)cc1	-2.9
COc1cc(C(=O)NCc2ccccc2)cc(OC)c1OC	7.1
N#CCC(=O)Cc1ccccc1[N+](=O)[O-]	0.8
O=C(Cn1cc(C(=O)C2CC2)c2ccccc21)NCc1cccs1	-6.2
Cc1[nH]c2ccc(CN3C(=O)c4ccccc4C3=O)cc2c1C	-10.3
Cc1ccc2c(c1)C(O)(CC(=O)c1cccnc1)C(=O)N2 (centres undefined)	-30.1
CCC(C)(NC(C)=O)C(=O)NC(Cc1c[nH]c2ccccc12)C(=O)NC(CCC(N)=O)C(=O)O (centres undefined)	0.3
Cc1nnc(SCc2cc(=O)[nH]c(=S)[nH]2)s1	-9.6
O=C(Nc1cccc(-c2nc3ccccc3c(=O)o2)c1)C1CCCCC1	25.5
O=C(NC1CCCC1)c1ccc(-n2c(-c3ccccc3)cc3c2CCCC3)cc1	7.2
NC(=O)C(Cc1ccccc1)NS(=O)(=O)c1ccc2oc3ccccc3c2c1 (centres undefined)	164.9*
Cc1cc(C)c(C#N)c(Sc2ncnc3c2sc2nc(C)cc(C)c23)n1	0.4
CCOC(=O)c1ccc(NC(=O)CCC2COc3ccccc3O2)cc1 (centres undefined)	2.0
O=C(NCC(c1ccc[nH]1)C(F)(F)F)Nc1ccccc1 (centres undefined)	4.2
Cc1ccc(S(=O)(=O)N(C)C[C@@H]2Oc3c(NS(=O)(=O)c4c(C)noc4C)cccc3C(=O)N([C@H](C)CO)C[C@@H]2C)cc1	3.5
C[C@H]1CN([C@@H](C)CO)C(=O)Cc2cc(NC(=O)Nc3ccc(C(F)(F)F)cc3)ccc2O[C@H]1CN(C)CC1CC1	8.7
O=C(CC(c1ccccc1)c1ccccc1)NC1CCCC1	19.2
CCC(Sc1ncccc1C(=O)O)C(=O)N1CCCC1 (centres undefined)	-10.1
CCn1c(C)[n+](CC)c2ccc(S(=O)(=O)NC)cc21	24.9
C[C@H](CO)N1C[C@H](C)[C@@H](CN(C)Cc2ccncc2)Oc2c(NS(=O)(=O)c3ccc(Cl)cc3)cccc2C1=O	0.2
COc1ccc(C)cc1NC(=O)CNS(=O)(=O)c1cc(Cl)ccc1Cl	-13.5
C[C@H](CO)N1C[C@H](C)[C@H](CN(C)Cc2ccccc2)Oc2ccc(NC(=O)Cn3cnnn3)cc2CC1=O	9.4
C[C@@H]1CN([C@H](C)CO)C(=O)c2cccc(NC(=O)C3CC3)c2O[C@H]1CN(C)C	-2.8
CN1[C@@H](CC(=O)c2ccccc2)CCC[C@H]1C[C@H](O)c1ccccc1	-3.6
C[C@@H]1CN([C@H](C)CO)C(=O)c2cccc(NC(=O)C3CC3)c2O[C@H]1CN(C)C(=O)NC1CCCCC1	8.2
C[C@@H]1CN([C@H](C)CO)C(=O)c2cccc(NC(=O)c3ccc(-c4nccs4)cc3)c2O[C@@H]1CN(C)Cc1ccncc1	1.1
C[C@H]1CN([C@@H](C)CO)C(=O)Cc2cc(NC(=O)Nc3cccc4ccccc34)ccc2O[C@H]1CN(C)Cc1ccc(Cl)c(Cl)c1	7.3
COc1ccc(/C=N\NC(=O)c2ccccc2O)c(O)c1	-13.9
C[C@@H]1CCCCO[C@H](CN(C)S(=O)(=O)c2cn(C)cn2)[C@@H](C)CN([C@H](C)CO)C(=O)c2cc(NS(=O)(=O)c3ccc(Cl)cc3)ccc2O1	-8.4
C[C@@H]1CN([C@@H](C)CO)C(=O)c2cc(NS(=O)(=O)c3ccccc3)ccc2O[C@@H]1CN(C)Cc1ccccc1	-5.0
COc1ccc(S(=O)(=O)N(C)C[C@H]2Oc3ccc(NC(=O)C4CC4)cc3C(=O)N([C@@H](C)CO)C[C@H]2C)cc1	-2.0
Cc1noc(C)c1NC(=O)Nc1ccc2c(c1)CC(=O)N([C@@H](C)CO)C[C@@H](C)[C@@H](CN(C)S(=O)(=O)c1ccc(Cl)cc1)O2	28.8
O=C(Oc1cc(OC(=O)c2ccco2)cc(OC(=O)c2ccco2)c1)c1ccco1	28.1
CC/C=C\C[C@@H]1C(=O)C=C[C@@H]1CCCCCCCC(=O)O	50.5
C=CCNC(=O)[C@@H]1[C@H]2C(=O)O[C@H](c3ccccc3)[C@H](c3ccccc3)N2[C@H](c2ccc(OCCO)cc2)[C@@]12C(=O)Nc1ccccc12	53.0
COc1cc2ccc(=O)oc2cc1OCC(O)C(C)(C)O (centres undefined)	-5.2
Cc1noc(C)c1NC(=O)N(C)C[C@H]1Oc2ccc(NC(=O)CCC(F)(F)F)cc2C(=O)N([C@H](C)CO)C[C@@H]1C	11.9
O=C(Nc1ccccc1C(=O)NC1CCCCC1)c1ccco1	-7.1
C[C@@H]1CN([C@@H](C)CO)C(=O)c2cccc(NS(=O)(=O)c3ccc(Cl)cc3)c2O[C@H]1CN(C)Cc1ccc(C(F)(F)F)cc1	5.9
C[C@@H]1CN([C@H](C)CO)C(=O)c2cc(NC(=O)c3ccncc3)ccc2O[C@H]1CN(C)C(=O)Nc1ccccc1	2.0
COc1ccc(S(=O)(=O)N(C)C[C@@H]2Oc3c(NC(=O)NC4CCCCC4)cccc3C(=O)N([C@@H](C)CO)C[C@H]2C)cc1	-10.3
Cc1ccc(CN2C(=O)CSc3ccc(NC(=O)Nc4cccc5ccccc45)cc32)cc1	-9.1
C[C@H](CO)N1C[C@H](C)[C@@H](CN(C)Cc2ccc(C(F)(F)F)cc2)Oc2ccc(NC(=O)c3ccncc3)cc2C1=O	1.6
COc1ccc(NC(=O)N(C)C[C@H]2Oc3c(NC(=O)c4nc5ccccc5s4)cccc3C(=O)N([C@H](C)CO)C[C@@H]2C)cc1	1.0
Cc1noc(C)c1NC(=O)N(C)C[C@H]1Oc2c(NS(=O)(=O)c3ccccc3)cccc2C(=O)N([C@@H](C)CO)C[C@H]1C	-10.1
C[C@H](CO)N1C[C@H](C)[C@@H](CN(C)Cc2ccc(Oc3ccccc3)cc2)Oc2c(NC(=O)c3cnccn3)cccc2C1=O	134.3*
COc1ccc(NC(=O)Nc2ccc3c(c2)C(=O)N([C@@H](C)CO)C[C@H](C)[C@@H](CN(C)S(=O)(=O)c2ccc(Cl)cc2)O3)cc1	-8.1
CC(C)c1cc(C(C)C)c(S(=O)(=O)NCc2ccccc2)c(C(C)C)c1	16.6
New compounds follow
SMILES	U2OS ROS induce
Cc1cc(OCC(=O)NCc2ccco2)c(C)cc1Br	-17.2
COc1ccc(C(=O)NCCc2ccccc2)cc1Cl	3.1
O=C(CSc1nc2ccccc2s1)c1ccc2c(c1)OCCO2	-15.3
C[C@@H]1CN([C@H](C)CO)C(=O)Cc2cc(NC(=O)Nc3cccc4ccccc34)ccc2O[C@@H]1CN(C)Cc1ccc2c(c1)OCO2	36.4
C[C@@H]1CN([C@H](C)CO)C(=O)c2cc(NC(=O)C3CC3)ccc2O[C@H]1CN(C)S(=O)(=O)c1ccc(Cl)cc1	1.4
c1ccc(-n2cc3c(c2)CCc2cn(-c4ccccc4)cc2CC3)cc1	-2.0
CC(NS(=O)(=O)c1ccccc1)C(=O)Nc1ccccc1C(F)(F)F (centres undefined)	-4.1
COc1ccc(NC(=O)COc2ccc3ccccc3c2Br)c([N+](=O)[O-])c1	-3.6
COC(=O)CN(c1cccc(Cl)c1)S(=O)(=O)c1ccc(Cl)cc1	1.2
CS(=O)(=O)c1sc(C(=O)NC(=S)Nc2ccc(OC(F)(F)F)cc2)c2c1C=CCC2	4.3
C[C@H](CO)N1C[C@H](C)[C@H](CN(C)S(=O)(=O)c2ccc(F)cc2)Oc2ccc(NS(=O)(=O)c3ccccc3)cc2CC1=O	40.7
Cc1noc(C)c1NC(=O)Nc1ccc2c(c1)C(=O)N([C@H](C)CO)C[C@H](C)[C@@H](CN(C)C(=O)Nc1cccc3ccccc13)O2	1.6
Cc1ccc(S(=O)(=O)Nc2ccc3c(c2)CC(=O)N([C@@H](C)CO)C[C@H](C)[C@H](CN(C)C(=O)Nc2ccc(F)cc2)O3)cc1	-1.6
COc1cccc(S(=O)(=O)N(C)C[C@@H]2OCc3cnnn3CCCC(=O)N([C@H](C)CO)C[C@@H]2C)c1	53.2
C[C@H](CO)N1C[C@H](C)[C@H](CN(C)Cc2ccccc2)Oc2ccc(NC(=O)CCC(F)(F)F)cc2C1=O	-3.5
Cc1ccc(S(=O)(=O)NCC(C)O)cc1-c1nnc2c3ccccc3c(C)nn12 (centres undefined)	12.9
C[C@@H]1CN([C@@H](C)CO)C(=O)CCCn2cc(nn2)CO[C@H]1CN(C)C	8.9
Cc1cc(C(=O)Nc2cccc3c2O[C@H](CN(C)S(=O)(=O)c2cccs2)[C@H](C)CN([C@@H](C)CO)C3=O)n(C)n1	13.7
Cc1c(NC(=O)C(C)Oc2ccc(Cl)cc2Cl)cccc1-c1nc2ccccc2o1 (centres undefined)	-8.1
CCOC(=O)c1ncn(Cc2ccccc2)c1N	-14.4
CC(CCc1ccc(O)cc1)NCCc1ccc(O)c(O)c1 (centres undefined)	1.4
C[C@@H]1CN([C@@H](C)CO)C(=O)c2cc(NC(=O)Cc3ccccc3)ccc2O[C@@H]1CN(C)Cc1ccc(Oc2ccccc2)cc1	68.2
CNC[C@H]1Oc2c(NC(=O)c3ccncc3)cccc2C(=O)N([C@@H](C)CO)C[C@H]1C	-9.7
Cc1noc(C)c1S(=O)(=O)Nc1ccc2c(c1)C(=O)N([C@@H](C)CO)C[C@@H](C)[C@@H](CN(C)S(=O)(=O)c1cccs1)O2	5.3
COC(=O)c1c(C)nc(C)c(C(=O)OC)c1-c1csc(S(=O)(=O)Nc2ccc(OC)cc2)c1	29.3
CCCC1=C(C(=O)OCC)C(c2cccnc2)n2ncnc2N1 (centres undefined)	2.1
COc1cccc(NC(=O)CSc2nc3ccccc3c(=O)n2-c2ccc(Br)cc2)c1	-7.6
Cc1ccc(S(=O)(=O)N(C)CC(=O)Nc2ccc(S(N)(=O)=O)cc2)cc1	11.2
C[C@H]1CN([C@@H](C)CO)C(=O)c2cccc(NC(=O)NC3CCCCC3)c2O[C@H]1CN(C)S(=O)(=O)c1ccc(F)cc1	8.8
Cc1ccccc1OCC(=O)Nc1cccc(NC(=O)c2ccc(C(C)(C)C)cc2)c1	4.8
C[C@H](CO)N1C[C@H](C)[C@H](CN(C)Cc2ccccc2)Oc2ccc(NC(=O)Nc3ccc(C(F)(F)F)cc3)cc2CC1=O	4.0
Cc1ccc(S(=O)(=O)N(C)C[C@H]2Oc3ccc(NS(=O)(=O)c4ccc(F)cc4)cc3CC(=O)N([C@H](C)CO)C[C@H]2C)cc1	21.4
COC(=O)C1=C(N)Oc2cc(C)n(Cc3ccccc3)c(=O)c2C1c1ccncc1 (centres undefined)	19.3
O=C(Nc1cccnc1)c1nc2ncccn2n1	-5.5
COc1ccc(OCC(=O)Nc2sc(C)c(C)c2C(N)=O)cc1	0.2
O=C1c2ccccc2S(=O)c2ccccc2S(=O)(=O)N1Cc1ccccc1 (centres undefined)	204.8*
COc1ccc(CN(C)C[C@@H]2Oc3ccc(NC(=O)Nc4cccc5ccccc45)cc3CC(=O)N([C@H](C)CO)C[C@@H]2C)cc1	-0.5
CSc1sc(C(=O)O)c(I)c1S(=O)(=O)C(C)C	-5.1

High-throughput results (PubChem)
